HttQ103 aggreg – qHTS Multiplex Assay to Identify Dual Action Probes in a Cell Model of Huntington: Aggregate Formation (GFP); PC12 HttQ103-GFP aggregates, Acumen cytometry, 40 h; Potency, µM (doses to about 46.1 µM), for the others: at the top dose activity change, negative = inhibition, usual class: inhibitors; 220,000 compounds, 1.1% hits; further: potency means the concentration at half of the fitted maximal effect; on the % scale 0 is the no-effect control and ±100 the full control effect; nearly all actives have a fitted effect of over 60% in size
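PC12 cells stably carrying ecdysone-inducible HTT exon 1 Q103–GFP were induced with tebufenozide (100 nM final) and treated with library compounds in titration. GFP aggregates in lysates were counted by laser scanning cytometry.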
GAA inh – qHTS Assay for Inhibitors of Human alpha-Glucosidase as a Potential Chaperone Treatment of Pompe Disease; 200,000 compounds, 0.005% hits; Lysosomal alpha-glucosidase (Homo sapiens), P10253; purified human GAA, 4-MU-alpha-glucoside fluorescence; Potency, µM (series often up to 76.9 µM), for inactives: at the highest dose activity change, negative = inhibition, usual class: inhibitors;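 further: potency means the concentration at half of the fitted maximal effect; plate controls were uninhibited enzyme wells for no effect and no-enzyme background for full effect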
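Human alpha-glucosidase, 4 nM, pre-mixed with test compounds before 400 uM 4-methylumbelliferyl substrate; 20 min room temperature at pH 5.0. Fluorescence read after pH 10 stop; AC50 values from Hill-equation fits.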
GAA spleen mod – qHTS Assay for Inhibitors and Activators of Human alpha-Glucosidase From Spleen Homogenate; AID 2112, 2009; 240,000 compounds, 0.006% hits; human spleen homogenate, 4-MU-alpha-glucoside fluorescence; Potency, µM (top dose mostly 79.9 µM), inactives show top-dose activity change, negative = inhibition, actives largely listed as inhibitors; Lysosomal alpha-glucosidase (Homo sapiens), P10253;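 further: potency means the concentration at half of the fitted maximal effect; 0% = enzyme with vehicle and -100% = no enzyme basal signal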
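Human spleen homogenate (1 ug) with 4-methylumbelliferyl-alpha-D-glucopyranoside (1 mM final) in 50 mM citrate/phosphate pH 5.0, 0.01% Tween-20; 40 min at 37 C. Stopped at pH 10; 4-MU fluorescence Ex 365/Em 440 nm; AC50 by Hill fit.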
GAA glycogen – qHTS Assay for Inhibitors and Activators of Human alpha-Glucosidase Cleavage of Glycogen | Lysosomal alpha-glucosidase (Homo sapiens), P10253 | recombinant GAA, glycogen substrate, Amplex Red glucose oxidase fluorescence | Potency, µM (doses to about 76.4 µM), for inactives: top-dose activity change, negative = inhibition, hits mostly inhibitors | 300,000 compounds, 0.38% hits | AID 2100, 2009;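 further: potency means the concentration at half of the fitted maximal effect; 0% = full enzyme reaction and -100% = no-enzyme basal signal; the screen sought inhibitors and activators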
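Recombinant human enzyme (4 nM); glycogen substrate; 37 C, 40 min, pH 5.0. Readout: coupled glucose oxidase/Amplex Red fluorescence.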
Lamin A splicing – qHTS Assay for Modulators of Lamin A Splicing | Potency, µM (top dose mostly 46.1 µM), inactives show at the highest dose ratio change, negative = inhibition, hits mostly inhibitors | 200,000 compounds, 0.01% hits | HeLa LMNA splicing GFP/RFP minigene ratio, 48 h | AID 1487, 2009; active means well fitted inhibition curve with a large enough effect in the signal ratio, with a control signal flat, not every such curve was filed as active; inconclusive means small, poorly fitted or top-dose-only effect, or effect the other way, or a change in a side signal; the % refers to the signal ratio; further: potency means the concentration at half of the fitted maximal effect; on the % scale 0 is the no-effect control and ±100 the full control effect
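Read-out is the ratio of GFP to DsRed2 object intensity, acquired by 488 nm laser-scanning cytometry on HeLa lamin A-EGFP minigene reporter cells. Compound incubation 48 hrs at 37 °C in Opti-MEM with 2% FBS; DMSO 0.5% final.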
HTT ATP protect – qHTS Multiplex Assay to Identify Dual Action Probes in a Cell Model of Huntington: Cytoprotection (ATP). 230,000 compounds, 0.14% hits. PC12 HTT-Q103 induced, cytoprotection, ATP luminescence, 40 h. Potency, µM (highest dose often 56.4 µM), inactives show cytoprotection (ATP increase), usual class: activators;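 further: potency means the concentration at half of the fitted maximal effect; % of control where 0% means no effect; nearly all actives have a fitted effect of over 45% in size; toxic huntingtin expression switched on by the ecdysone agonist tebufenozide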
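Quantitative HTS on tebufenozide-induced (100 nM) PC12 cells expressing HTTQ103 exon 1–GFP; compounds tested as a concentration series; survival measured via cellular ATP.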
CBFb-RUNX1 inh – qHTS Assay for Compounds Blocking the Interaction Between CBF-beta and RUNX1 for the Treatment of Acute Myeloid Leukemia; Runt-related transcription factor 1 (Homo sapiens) + Core-binding factor subunit beta …; AlphaScreen CBFb-His/RUNX1-biotin binding, biochemical; Potency, µM (doses to about 59.8 µM), for inactives: at the highest dose activity, negative = inhibition, hits mostly inhibitors; 230,000 tested, under 10 active; further: % of control where 0% means no effect
Target sequence (Q01196 whole entry, looked up): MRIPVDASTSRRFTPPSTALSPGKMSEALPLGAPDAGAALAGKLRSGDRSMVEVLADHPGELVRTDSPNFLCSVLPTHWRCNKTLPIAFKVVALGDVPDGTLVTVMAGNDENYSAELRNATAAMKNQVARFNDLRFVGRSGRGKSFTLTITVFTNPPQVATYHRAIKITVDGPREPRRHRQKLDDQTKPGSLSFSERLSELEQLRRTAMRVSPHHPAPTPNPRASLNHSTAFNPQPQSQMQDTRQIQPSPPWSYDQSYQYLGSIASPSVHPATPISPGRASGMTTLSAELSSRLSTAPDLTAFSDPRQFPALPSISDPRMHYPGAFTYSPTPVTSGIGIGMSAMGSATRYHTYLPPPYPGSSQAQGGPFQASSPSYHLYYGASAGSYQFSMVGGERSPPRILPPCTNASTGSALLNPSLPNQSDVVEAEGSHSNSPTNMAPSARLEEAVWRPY
Target sequence (Q13951 whole entry, looked up): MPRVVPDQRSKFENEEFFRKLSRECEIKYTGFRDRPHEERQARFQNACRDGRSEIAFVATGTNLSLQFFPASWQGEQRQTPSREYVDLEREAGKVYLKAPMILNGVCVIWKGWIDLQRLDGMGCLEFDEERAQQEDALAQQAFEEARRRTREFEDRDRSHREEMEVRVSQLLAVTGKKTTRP
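Room-temperature protein-protein interaction test with 30 nM each of His-tagged CBF-beta and biotinylated RUNX1, 15 min with compound, then 90 min with nickel plus streptavidin beads. Signal read in AlphaScreen mode.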
* marks the source's active call; other numbers are inactive results; ? = inconclusive; . = no result given; [ ] = another dose, or the depositor's remark. Unless noted, the call rests on the fitted dose curve; in most records, active means well fitted curve in the direction sought with a large enough effect; inconclusive means small, poorly fitted or top-dose-only effect, or another doubt; inactive means no such curve, though single readings can be large; an effect the other way counts as inactive or inconclusive. This is a random part of the collection; about 1.5% have a hit in one of these screens.

SMILES	HttQ103 aggreg	GAA inh	GAA spleen mod	GAA glycogen	Lamin A splicing	HTT ATP protect	CBFb-RUNX1 inh
COc1ccc(OC)c(N2CC(O)=C(c3nc4ccccc4s3)C2=N)c1	-6%	-5%	-20%	0%	-9%	?	4%
Cc1ccc2nc3c(cc(S(=O)(=O)c4ccccc4)c(=N)n3Cc3ccco3)c(=O)n2c1	-15%[9.22 µM]	5%	2%	-4%	.	-15%[10 µM]	5%
Cc1ccc(-n2nc(C)c3c2OC(N)=C(C#N)C3c2ccc(F)cc2)cc1 (centres undefined)	-21%	5%	-3%	7%	0%	-8%	3%
C/C(Sc1nnc(Cc2ccccc2)o1)=C(/O)c1ccccc1	-16%	-5%	-6%	10%	3%	16%[0.074 µM]	4%
Cc1cccc(OCc2nc(C#N)c(N3CC(C)CC(C)C3)o2)c1 (centres undefined)	?	?	-5%	0%	-2%	-8%	?
COc1cccc(CNC(=O)CCC2CCCN(C(=O)c3ccoc3C)C2)c1 (centres undefined)	-9%	-2%	2%	-8%	.	-24%	5%
O=C1Nc2ccc(Cl)cc2[C@@](C#CC2CC2)(C(F)(F)F)O1	.	-4%[15.4 µM]	-3%	-1%	-2%[46 µM]	.	10%
C=CCOC(=O)c1ccc(-n2cncn2)nc1	2%	-2%	-2%	-3%	8%	7%	4%
COC(=O)c1ccc(C(NC(=O)OCc2ccccc2)/C(F)=C/[C@@H](C)C(=O)N[C@@H](CO)Cc2ccccc2)cc1 (some centres undefined)	.	.	-3%	.	.	-13%	4%
CC(C)c1cc(-c2cc(C(=O)NCc3ccccc3)on2)nc(NC2CCCC2)n1	-23%[9.22 µM]	.	0%	-6%	.	3%[10 µM]	17%
O=C1CSC(c2ccccc2F)N1CCN1CCCCC1 (centres undefined)	-4%	-5%	-11%	6%	4%	3%[10 µM]	2%
O=C(CN1CCOCC1)Nc1ncccn1	30%	-2%	2%	6%	-2%	-2%	1%
N#CC(C(=O)CCN1C(=O)C2CC=CCC2C1=O)c1nc2ccccc2[nH]1 (centres undefined)	-17%	2%	-2%	-1%	5%	-25%	11%
S=C(c1ccccc1)N(c1ccccc1)c1ccccc1	-11%	?	2%	-8%	-3%	21%	-19%
O=C(CSc1nc(O)c(C2CCCCC2)c(=O)[nH]1)Nc1ccc(Cl)cc1	12%	-3%	-4%	5%	?	-20%[10 µM]	-1%
NC=O	.	.	1%	.	.	-87%[inhibitor]	6%[21.7 µM]
C(=N\Nc1nc2ccccc2[nH]1)/C1CCCCC1	5%	4%	-7%	?	-15%[46 µM]	-19%	?
CC(=O)Nc1ccc(NC(=O)C(C)OC(=O)c2ccc(C)s2)cc1 (centres undefined)	-14%	-4%	-3%	-1%	.	26%	2%
CCCCc1ccc(-c2c(C#N)c(N)nc3c2CCCC3)s1	-3%	-6%	-2%	12%	20%	-33%	3%
CCC1ON(c2ccccc2)C2c3nc4ccccc4n3CC12 (centres undefined)	-3%[9.22 µM]	.	-4%	3%	.	17%[10 µM]	2%

The list goes on; the last seven above are carried over.
SMILES	HttQ103 aggreg	GAA inh	GAA spleen mod	GAA glycogen	Lamin A splicing	HTT ATP protect	CBFb-RUNX1 inh
S=C(c1ccccc1)N(c1ccccc1)c1ccccc1	-11%	?	2%	-8%	-3%	21%	-19%
O=C(CSc1nc(O)c(C2CCCCC2)c(=O)[nH]1)Nc1ccc(Cl)cc1	12%	-3%	-4%	5%	?	-20%[10 µM]	-1%
NC=O	.	.	1%	.	.	-87%[inhibitor]	6%[21.7 µM]
C(=N\Nc1nc2ccccc2[nH]1)/C1CCCCC1	5%	4%	-7%	?	-15%[46 µM]	-19%	?
CC(=O)Nc1ccc(NC(=O)C(C)OC(=O)c2ccc(C)s2)cc1 (centres undefined)	-14%	-4%	-3%	-1%	.	26%	2%
CCCCc1ccc(-c2c(C#N)c(N)nc3c2CCCC3)s1	-3%	-6%	-2%	12%	20%	-33%	3%
CCC1ON(c2ccccc2)C2c3nc4ccccc4n3CC12 (centres undefined)	-3%[9.22 µM]	.	-4%	3%	.	17%[10 µM]	2%
Cc1cccc2cc(CN(CCN(C)C)C(=S)Nc3ccccc3)c(=O)[nH]c12	10%	8%	-6%	-1%	-15%	15%[10 µM]	-3%
Cc1cnc(CNc2ncncc2-c2ccccc2CN(C)C)cn1	.	.	9%	.	4%	10%	.
O=C(NCC(c1cccs1)N1CCOCC1)c1ccccc1NS(=O)(=O)c1ccc(Cl)cc1 (centres undefined)	-32%	-9%	-7%	-7%	?	30%[10 µM]	-2%
COC(CNC(=O)c1cnn2c(C)c(Cc3ccccc3)c(C)nc12)OC	4%	3%	5%	5%	.	-38%[inhibitor]	-2%
COc1cc(C)c(NC(=O)C(=S)N2CCCC2)cc1C	-17%	4%	-2%	-1%	.	-63%[inhibitor]	12%
Cc1cc(C)nc(SCC(=O)N2CCOCC2)n1	-1%	-2%	-1%	-12%	2%	-7%	3%
CN1C(=O)CC(N2CCN(C(=O)CN3CCCC3)CC2)C1=O (centres undefined)	-4%	?	-5%	2%	?	16%	10%
Cn1c(=O)n2n(c1=O)[C@H]1[C@H](O)[C@H]3O[C@@H]3/C(=N/OCc3ccccc3)[C@@H]1CC2	.	.	2%[17.4 µM]	.	.	?	6%[13.1 µM]
COc1ccc(/C(N)=N/OC(=O)c2ccc(OC)c([N+](=O)[O-])c2)cc1OC	12%	3%	-4%	5%	.	-2%	6%
CCc1ccc(-n2c(Cc3ccccc3)n[nH]c2=S)cc1	2%	11%	0%	-2%	.	10%[10 µM]	-2%
CC(CNCC1CCCO1)COc1ccccc1 (centres undefined)	-9%	-1%	-3%	-1%	-9%	9%	0%
CCOCCCNCc1ccc(OCCC(C)C)c(OC)c1	-3%	4%	-2%	1%	2%[46 µM]	-38%	-7%
Fc1ccc2c(c1)C(c1ccncc1)=NNC(c1cccnc1)=N2	?	12%	0%	-5%	0%	-16%	-1%
CCN(CC)C(=O)Cn1cc(C(=O)C(=O)N2CCCc3ccccc32)c2ccccc21	-12%	0%	-6%	8%	.	?	-3%
Cc1cc(NC(=O)c2ccccc2NS(=O)(=O)c2c(C)c(C)cc(C)c2C)no1	-7%	?	2%	3%	7%	-20%	1%
Oc1c(C(Nc2nc3ccccc3s2)c2ccco2)ccc2cccnc12 (centres undefined)	?	-4%	-6%	2%	?	15%[10 µM]	?
O=C1C2C3c4ccccc4C(c4ccccc43)C2c2nc3ccccc3n21 (centres undefined)	9%	-19%	-2%	4%	?	-10%[10 µM]	4%
Cc1[nH]n(-c2cccc(Cl)c2)c(=O)c1C=NCc1ccco1	-9%[9.22 µM]	-1%	-9%	-14%	.	-27%	-3%
COc1cccc(-c2ccc(C#N)c(SCC(=O)NCCc3ccc(Cl)cc3)n2)c1	3%	5%	-1%	-1%	-7%	-7%[10 µM]	3%
COc1ccc(C2NC3=C(CCCC3)C(C#N)(C#N)C2(C#N)C#N)cc1 (centres undefined)	10%	-11%	-7%	-27%	-7%	-6%[0.074 µM]	1%
Cc1ccccc1C(=O)N1CCC(C(=O)Nc2ccc(S(=O)(=O)N(C)C(C)C)cc2)CC1	-27%	?	0%	-3%	-17%	19%	2%
OC(CNC1CCCCC1)COCCOc1ccc(Br)cc1 (centres undefined)	-8%	-3%	-8%	0%	-5%	8%[10 µM]	-2%
O=C(CSc1nccn1-c1ncc(C(F)(F)F)cc1Cl)c1ccc(Cl)cc1	10%	2%	4%	?	2%	9%	-2%
CCN(C(=O)Cc1cccs1)c1nnc(-c2cccnc2)s1	?	-3%	-1%	3%	-5%	1%	-3%
Clc1ccc(/C(Cc2nc3ccccc3[nH]2)=N\Nc2ccccc2)cc1	-25%[9.22 µM]	.	4%	?	.	-48%[inhibitor][10 µM]	-19%
COc1ccc(NC(=O)COc2nc(N(C)C)nc(N(C)C)n2)cc1	-17%	?	-6%	5%	-6%	5%[0.074 µM]	0%
COC(=O)c1[nH]c(C)c(/C(O)=C2\C(=O)C(=O)N(CCN3CCOCC3)C2c2ccccc2OC)c1C (centres undefined)	-14%	-1%	2%	-17%	0%	-4%	4%
COc1cc(/C=C/C(=O)OCC(=O)NCc2ccco2)cc(OC)c1OC	9%	9%	-4%	5%	?	.	5%
COc1nc(Oc2ccc(=O)[nH]n2)nc(N2CCOCC2)n1	-17%	-5%	4%	0%	0%	7%[10 µM]	3%
Cc1ccc(/C=C2\Sc3ccccc3C2=O)s1	2%	-1%	-4%	11%	7%[0.0737 µM]	-5%	-15%
CCCn1nnnc1NCc1cc(Br)ccc1OC	13%[9.22 µM]	13%	5%	17%	.	-43%[10 µM]	-5%
O=C(NCc1cccs1)c1cccc(Nc2nc3ccc(Br)cc3[nH]2)c1	-3%	?	-9%	-17%	-5%	-13%[10 µM]	4%
CCN1C(=O)S/C(=C/c2c(OCc3ccc(C(=O)O)cc3)ccc3ccccc23)C1=O	?	-10%	-1%	-29%	?	.	-4%
COc1ccc(C2C(C(=O)N3CCCC3)c3cc(OC)c(OC)cc3C(=O)N2C)cc1OC (centres undefined)	-3%	-4%	2%	4%	14%	5%[1.9 µM]	0%
Cc1cc(C)cc(Oc2ccc(NC(=O)C3CC=CCC3C(=O)O)cc2)c1 (centres undefined)	8%	-6%	6%	-3%	.	.	1%
CCO/N=C(/C)c1c(O)cc(-c2ccccc2)n(-c2ccccc2)c1=O	13%	-4%	-10%	-8%	0%	-34%[0.074 µM]	-24%
CCNc1nc(NC(C)C)nc(NS(=O)(=O)c2ccc(N)cc2)n1	16%	-1%	-7%	1%	4%	?	4%

Screens from PubChem BioAssay.
